hIAP act: human IAP activators, primary screen, biochemical, luminescence, uHTS; Intestinal-type alkaline phosphatase (Homo sapiens), P09923; purified human IAP, CDP-Star luminescence, 30 min; active compounds read high; 1 = vehicle-only enzyme, 0 = enzyme-free background; activation factor at 10 µM; 330,000 compounds, 0.16% hits; AID 2524, 2010;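 active = activation factor of the enzyme at least 2-fold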; also: the source names both 10 and 20 µM as test concentration; values of inactives mirror those of a sister screen read the other way
Target sequence (P09923 whole entry, looked up): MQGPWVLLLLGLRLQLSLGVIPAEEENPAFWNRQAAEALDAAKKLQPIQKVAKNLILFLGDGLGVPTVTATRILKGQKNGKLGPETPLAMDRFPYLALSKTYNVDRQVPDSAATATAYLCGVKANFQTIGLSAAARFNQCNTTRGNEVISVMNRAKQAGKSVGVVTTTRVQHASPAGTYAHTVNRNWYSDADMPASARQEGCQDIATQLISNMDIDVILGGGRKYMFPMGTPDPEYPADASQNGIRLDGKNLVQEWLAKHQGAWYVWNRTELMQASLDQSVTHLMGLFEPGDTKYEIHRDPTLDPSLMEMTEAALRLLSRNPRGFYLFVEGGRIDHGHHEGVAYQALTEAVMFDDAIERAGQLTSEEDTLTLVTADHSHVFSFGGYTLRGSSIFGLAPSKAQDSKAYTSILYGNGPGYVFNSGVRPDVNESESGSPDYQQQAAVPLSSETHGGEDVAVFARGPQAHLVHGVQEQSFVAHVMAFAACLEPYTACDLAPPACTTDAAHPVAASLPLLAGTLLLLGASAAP
MIN6 prolif: inducers of MIN6 beta-cell proliferation, primary screen, ATP luminescence, uHTS | MIN6 cells proliferation, ATPlite luminescence, 48 h; cells starved in 0.2% serum; 100% = growth in 10% serum | 330,000 compounds, 0.29% hits | proliferation, % at 10 µM;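 active = compounds whose signal lies at least 3.5 SD above the mean of all wells on their plate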;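 also: 0% = DMSO-treated cells in low-serum medium and 100% = 10% serum control; some compounds called inactive have numbers as strong as hits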
hIAP inh: human IAP inhibitors, primary screen, biochemical, luminescence, uHTS; inhibition, % at 10 µM; purified IAP, CDP-Star luminescence, 30 min; AID 2544, 2010; Intestinal-type alkaline phosphatase (Homo sapiens), P09923; 330,000 compounds, 0.12% hits;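 active = inhibition reaching a set limit with compound at 10 µM in the primary screen, cut at about 35% in these data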;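 also: plate controls were DMSO wells with enzyme for no effect and no-enzyme buffer wells for full effect; values of inactives mirror those of a sister screen read the other way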
APOBEC3A inh: APOBEC3A ssDNA deaminase inhibitors, primary screen, selectivity assay for APOBEC3G inhibitor project, biochemical, FAM/TAMRA oligo cleavage fluorescence | 330,000 compounds, 0.41% hits | DNA dC->dU-editing enzyme APOBEC-3A (Homo sapiens), P31941 | recombinant A3A, FAM/TAMRA ssDNA deamination fluorescence | inhibition, % at 20 µM;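 active = at least 40% inhibition at 20 µM here, with at most 30% in a related deaminase screen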;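 also: plate controls were A3A with DMSO for no effect and wells lacking A3A enzyme for full effect; some results filed as inactive read as strong as hits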
Target sequence (P31941 whole entry, looked up): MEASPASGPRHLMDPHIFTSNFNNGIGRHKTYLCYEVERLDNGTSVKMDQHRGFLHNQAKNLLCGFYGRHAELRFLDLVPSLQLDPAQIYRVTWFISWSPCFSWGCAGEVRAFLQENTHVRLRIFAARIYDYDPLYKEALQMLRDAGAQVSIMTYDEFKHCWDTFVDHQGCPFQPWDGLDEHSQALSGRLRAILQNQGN
SENP1 FRET inh: human SENP1 catalytic domain inhibitors, primary screen, biochemical, FRET, uHTS; Sentrin-specific protease 1 (Homo sapiens), Q9P0U3; recombinant SENP1 catalytic domain, CyPet-SUMO1-YPet FRET cleavage; inhibition, % at 10 µM; 360,000 compounds, 0.21% hits;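 active = inhibition at least 30% at 10 µM, raw YFP signal under a set limit, fluorescence ratio 0.5 to 1.5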;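 also: 0% = enzyme with DMSO and 100% = no enzyme wells; some results filed as inactive read as strong as hits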
Target sequence (Q9P0U3 419-644 limits assumed): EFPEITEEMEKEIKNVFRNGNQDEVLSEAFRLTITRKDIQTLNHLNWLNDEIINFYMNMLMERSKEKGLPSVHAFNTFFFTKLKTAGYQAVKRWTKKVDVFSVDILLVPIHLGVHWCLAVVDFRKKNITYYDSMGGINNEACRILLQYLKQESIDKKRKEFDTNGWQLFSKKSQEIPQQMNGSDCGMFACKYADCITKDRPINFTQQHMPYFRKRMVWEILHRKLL
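system = hSENP1 catalytic domain, recombinant | reagent = SFCypet-SUMO1-SFYpet substrate at 25 nM | doses = one dose per compound, 10 µM, 0.5% DMSO | incubation = enzyme reaction for 50 min at room temperature, dark | measured by = FRET, CFP and YFP emission | controls = no-enzyme low, enzyme-DMSO high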
A3G deaminase: APOBEC3G DNA deaminase inhibitors, primary screen, biochemical, fluorescence, single-stranded DNA substrate, uHTS. recombinant A3G, ssDNA deamination FAM/TAMRA fluorescence. 330,000 compounds, 0.28% hits. DNA dC->dU-editing enzyme APOBEC-3G (Homo sapiens), Q9HC16. inhibition, % at 20 µM;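 active = inhibition of at least 40% at 20 µM, with no more than 30% in the related APOBEC3A deaminase screen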;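 also: plate controls were DMSO wells with A3G for no effect and wells lacking A3G enzyme for full effect; some compounds called inactive have numbers as strong as hits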
mIAP block: inhibitors of mouse IAP, primary screen, biochemical, luminescence, uHTS; purified mouse IAP, CDP-Star luminescence, 30 min; inhibition, % at 10 µM; 330,000 compounds, 0.2% hits;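 active = inhibition of at least 40% at 10 µM in the primary screen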;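 also: plate controls were DMSO with enzyme for no effect and no enzyme wells for full effect; values of inactives mirror those of a sister screen read the other way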
mIAP activ: activators of mouse IAP, primary screen, biochemical, luminescence, uHTS; intestinal alkaline phosphatase [Mus musculus]; muIAP, CDP-Star luminescence, 30 min; active compounds read high; 1 = vehicle-only enzyme signal, 0 = enzyme-free wells; activation factor at 10 µM; 330,000 compounds, 0.24% hits;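 active = activation factor of at least 2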; also: the source names both 10 and 20 µM as test concentration; values of inactives mirror those of a sister screen read the other way
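Assay system: mouse IAP enzyme; Reagent: CDP-Star chemiluminescent phosphatase substrate; Compound: DMSO-dissolved test compounds; Incubation: 30 min, room temperature; Technique: luminescence from enzymatic CDP-Star hydrolysis; Controls: DMSO-only wells and no-enzyme negative control.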
NALP3 yeast inh: NALP3 inflammasome inhibitors in reconstituted yeast, primary screen, luminescence, uHTS; 330,000 compounds, 0.39% hits; Yeast reconstituted NLRP3/ASC/caspase-1, beta-gal luminescence, 24 h; inhibition, % at 10 µM;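 active = inhibition of 50% or more; inactive = inhibition below 50%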;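 also: plate controls were induced DMSO wells for no effect and uninduced yeast grown without galactose for full effect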
Starred values were filed as active, the others as inactive. Some of the compounds tested; count on the stated rates, not on these rows.

SMILES	hIAP act	MIN6 prolif	hIAP inh	APOBEC3A inh	SENP1 FRET inh	A3G deaminase	mIAP block	mIAP activ	NALP3 yeast inh
COc1ccc(S(=O)(=O)N2CCCOC2CNC(=O)C(=O)NCCc2ccco2)cc1C (stereo not given)	0.98	2	2	-2	-2	-11	-4	1	14
CN(CC1CCN(CCc2cccc(C(F)(F)F)c2)CC1)C(=O)c1ccc(F)cc1	1.1	-3	-8	1	-1	-2	4	0.96	17
Cc1cc(C)n(-c2ccc(C(=O)OCC(=O)Nc3ccc(Cl)cc3[N+](=O)[O-])cc2)n1	1.1	-2	-5	2	-1	0	8	0.92	17
CCOc1ccc(OCC(=O)OCC(=O)N(CC(C)C)c2c(N)n(Cc3ccccc3)c(=O)[nH]c2=O)cc1	0.89	3	12	-1	-4	-5	-4	1	25
Cc1cccc(C)c1NC(=O)c1cnccn1	1.2	1	-22	0	1	-7	-3	1	13
CCCN(CCC)CCCNC(=O)c1nn(-c2cccc(OC)c2)c(=O)c2ccccc12	0.9	2	10	-2	-1	-2	5	0.95	8
COCCN1C(=O)C(=O)/C(=C(/O)c2cccc(S(=O)(=O)N(C)C)c2)C12C(=O)N(C)c1ccccc12 (stereo not given)	1	-2	0	-4	-1	-3	4	0.96	19
Cc1cc(C(=O)N2C(C)CCCC2C)no1 (stereo not given)	0.93	-1	7	-5	1	-10	2	0.97	7
CC(C)CCNC(=O)c1ccccc1SCC(=O)NC1CCCCCCC1	0.92	-6	8	-4	-4	-5	-10	1.1	12
CC(NCc1ccc2c(c1)OCO2)C(=O)NC1CCCCC1 (stereo not given)	1	-1	-5	-1	0	0	-10	1.1	17
N#Cc1cccc(CN2CCC(=O)N(CCO)CC2)c1	0.94	-4	6	0	1	-3	-3	1	2
COc1ccc(-c2cc3c(=O)n(CC(=O)NCCCN4CCN(Cc5ccccc5)CC4)ncn3n2)cc1	0.71	-8	29	-2	0	10	3	0.97	0
C=CCN(C(=O)CCC(=O)Nc1cc(C)on1)C(C(=O)NC1CCCC1)c1ccc(Cl)cc1 (stereo not given)	1	1	-4	1	-1	-5	-4	1	12
Cc1ccc(C(=O)N/C(=C\c2ccccc2)C(=O)NCCCn2ccnc2)cc1	0.97	-1	3	0	-1	-4	-6	1.1	1
Cc1ccc2nc(Cl)c(/C=N/NC(=O)[C@H]3C[C@@H]3c3ccccc3)cc2c1	0.93	-4	7	-1	-4	-2	20	0.8	15

Shown with two lines to a compound: four of the compounds above.
Results follow in this order: hIAP act	MIN6 prolif	hIAP inh	APOBEC3A inh	SENP1 FRET inh	A3G deaminase	mIAP block	mIAP activ	NALP3 yeast inh
COc1ccc(-c2cc3c(=O)n(CC(=O)NCCCN4CCN(Cc5ccccc5)CC4)ncn3n2)cc1
    0.71	-8	29	-2	0	10	3	0.97	0
Cc1cc(C(=O)N2C(C)CCCC2C)no1 (stereo not given)
    0.93	-1	7	-5	1	-10	2	0.97	7
COc1ccc(S(=O)(=O)N2CCCOC2CNC(=O)C(=O)NCCc2ccco2)cc1C (stereo not given)
    0.98	2	2	-2	-2	-11	-4	1	14
Cc1cccc(C)c1NC(=O)c1cnccn1
    1.2	1	-22	0	1	-7	-3	1	13

Next part
SMILES	hIAP act	MIN6 prolif	hIAP inh	APOBEC3A inh	SENP1 FRET inh	A3G deaminase	mIAP block	mIAP activ	NALP3 yeast inh
Fc1ccc(NC(=S)N2CCCN(c3ccc(C(F)(F)F)cn3)CC2)c(F)c1	1	-3	-4	-3	-1	-9	-15	1.1	18
COc1cc([N+](=O)[O-])cc(/C=N\NC(=O)C2COc3ccccc3O2)c1O (stereo not given)	1.1	-4	-12	14	-4	1	23	0.77	27
C/C(=N\NC(=O)c1cccnc1)c1c(O)cc(C)oc1=O	1.1	-4	-5	0	1	-5	-4	1	-10
CC1(C)CC(N2CCC(=O)N(C3CC(C)(C)NC(C)(C)C3)C2)CC(C)(C)N1	1	-1	0	10	0	-3	2	0.98	-10
COc1ccc(C(C(=O)NC(C)(C)C)N(Cc2ccccc2)C(=O)CCC(=O)Nc2cc(C)on2)cc1 (stereo not given)	0.99	-2	1	-1	3	-8	12	0.88	8
CSc1ccccc1OCc1cc(C(=O)NC(C)CCn2cccn2)no1 (stereo not given)	1.3	4	-30	-2	0	-5	-1	1	5
Cc1cc(COc2ccccc2)oc1C(=O)O	0.96	-2	4	0	1	-7	0	1	12
COc1cccc(CNS(=O)(=O)c2c(C)nc3sccn3c2=O)c1	0.98	0	2	-1	0	1	1	0.99	5
CC(=O)n1cc([C@H]2C=C(C(=O)N3CCN(Cc4ccccc4)CC3)O[C@@H](OCCCCO)C2)c2ccccc21	0.89	-5	11	-1	-7	-6	3	0.97	14
COc1cccc(NC(=O)NCCCCc2ccccc2)c1	1.1	-2	-10	2	2	-6	-127	2.3*	42
O=C(Nc1nnc(-c2ccco2)o1)c1ccc(Cl)cc1	1	-3	-1	3	1	-10	8	0.92	-1
COc1cc(/C=N/NC(=O)C(=O)NCc2cccnc2)cc(OC)c1OC	1.1	0	-7	-4	4	-9	6	0.94	8
Nc1ccc(-n2nc(C(F)(F)F)cc2C(F)(F)F)cc1	0.91	0	9	3	-4	-3	-18	1.2	0
CCOc1ccc(S(=O)(=O)NCCC(=O)NCC(c2cccs2)N(C)C)cc1 (stereo not given)	0.97	3	3	-4	-54	-7	4	0.96	10
COCc1nnc(NC(=O)c2ccccc2[N+](=O)[O-])s1	0.93	2	8	-4	1	-3	-1	1	25
CC(C)OCC(O)CN1CCN(CCN2C(=O)c3cccc4cccc(c34)C2=O)CC1 (stereo not given)	1.1	-1	-10	17	1	1	-2	1	4
O=C(Cn1cnc2ccccc2c1=O)OCC(=O)c1ccc2c(c1)OCCO2	1.2	-3	-16	1	-1	-5	6	0.94	-1
CC(C)(C)NC(=O)COc1coc(CN2CCN(Cc3ccccc3)CC2)cc1=O	1.4	1	-41	-4	1	-7	3	0.97	0
COC(=O)c1cccc(NS(=O)(=O)c2ccc(NC(C)=O)cc2)c1C	0.88	-2	12	-2	2	1	0	1	9
CCOC(=O)c1nn(-c2ccc(F)cc2)c2nc(CC(C)C)c(C#N)c(=O)n12	1.2	-2	-16	-4	3	-11	3	0.97	1
Cc1cc(C)c(C(=O)NCC2CCCO2)c(C)c1C(=O)NCC1CCCO1 (stereo not given)	1.1	-4	-6	0	2	-5	1	0.99	7
C=CCSc1nc(C)c(CCCC)c(=O)[nH]1	1.1	-1	-10	-1	1	-6	-10	1.1	13
O=C1C2CC=C(Cl)CC2C(=O)N1CC1OCCc2ccccc21 (stereo not given)	0.85	-2	14	-1	-24	-2	11	0.89	16
O=C(Nc1nc2ccccc2[nH]1)c1cccc(F)c1	1.3	-4	-33	4	0	13	2	0.98	40
c1ccc2c(-c3ccc(OCCN4CCCCC4)cc3)c(-c3ccsc3)sc2c1	0.85	-6	15	-5	0	-9	-7	1.1	32
COc1cccc(NC(=O)CNC(=O)c2cccs2)c1	1.1	-3	-6	-3	2	-3	2	0.98	14
N=c1c(C(=O)NCC2CCCO2)cc2c(=O)n3ccccc3nc2n1Cc1ccc(F)cc1 (stereo not given)	1	-1	-2	-4	-35	-3	4	0.96	1
O=C(O)C1CCC(Cn2c(SCc3cc(=O)n4cc(Cl)ccc4n3)nc3ccsc3c2=O)CC1 (stereo not given)	1	0	-2	-1	0	-8	-4	1	24
COc1cccc(C(=O)Nc2ccc(C(=O)O)cc2)c1	0.89	0	11	-1	-7	-3	0	1	0
Cc1ccc(CNC(=O)COC(=O)CSc2cc(C)c(Br)cc2C)cc1	0.81	0	19	0	1	-2	-10	1.1	-12
CCCc1cc(=O)[nH]c(SCC(=O)N(C)CC(=O)Nc2ccccc2CC)n1	1.1	0	-8	1	0	0	11	0.89	1
COC(=O)/C=C(\C)NC(=O)c1ccc(F)cc1	1	-2	-4	4	2	8	-1	1	5
CCOc1ccc(NC(=O)CC2C(=O)N(c3ccccc3)C(=O)N2Cc2ccccn2)cc1 (stereo not given)	0.94	5	6	2	0	-2	-2	1	5
CC1(C)Oc2ccc3ccc(=O)oc3c2[C@@H](O)[C@H]1O	0.9	9	10	-1	-2	-10	-1	1	8
Cc1cnnn1-c1ccc(C(=O)CCl)cc1	1	-6	-4	-1	2	-1	1	0.99	-9
O=C(NCc1ccncc1)/C(=C/c1cccc([N+](=O)[O-])c1)NC(=O)c1ccccc1	1.1	-2	-8	-2	5	-6	-8	1.1	19
CCCCn1nnnc1SCC(=O)NC1CCCCC1	1.1	-1	-13	2	4	-8	-7	1.1	9
CC1CN(C(=O)CCc2ccccc2)C(C)CN1C(=O)CCc1ccccc1 (stereo not given)	1.1	1	-6	4	2	-2	2	0.98	21
CCC(C)[C@H](NC(=O)NCc1ccc(S(N)(=O)=O)cc1)C(=O)OC (stereo not given in full)	0.98	1	2	-1	3	-9	1	0.99	-1
Cc1nc(NC(=O)CSc2nncs2)c(Cl)cc1Cl	0.94	1	6	-3	-1	-6	10	0.9	-3
O=C(CSc1nc2ccccc2c(=O)n1CCCN1CCOCC1)NCCc1ccccc1	0.95	0	5	2	-1	0	-5	1.1	13
CNC(=O)Nc1cccc(C(F)(F)F)c1	0.94	-3	6	-1	0	-4	9	0.91	10
O=C(NC1CCCCC1)c1cccc2c1C(=O)c1ccc(N3CCCC3)cc1S2(=O)=O	0.98	-1	2	0	-30	-3	9	0.91	18
CC1(C)OC(=O)N(c2ccccc2)C12C=Cc1c(ccc3ccccc13)O2 (stereo not given)	1.1	-2	-12	1	1	-3	0	1	-2
COc1cc(NC(=O)Cc2cccs2)cc(OC)c1	1.8	-1	-82	-3	0	-3	-2	1	11
COC(=O)c1cc(Br)c(=O)n(CCN2CCCC2)c1	0.99	2	1	7	-2	-5	1	0.99	8
CN(C)c1cc[n+](CC[n+]2ccc(N(C)C)cc2)cc1	1.1	3	-5	-6	2	-8	-8	1.1	16
C=CCOc1ccc(/C=C\c2nc(O)c([N+](=O)[O-])c(=O)[nH]2)cc1OC	0.94	-1	6	6	-1	-1	0	1	23
COc1ccc(C(=O)Nc2cc3c(cc2N2CCOCC2)n(C)c(=O)n3C)cc1OC	0.88	-2	12	-2	-1	-3	0	1	4
N#CC1=C(SCC(=O)NCc2ccccc2)NC(=O)CC1c1ccco1 (stereo not given)	0.93	-5	7	-1	-1	-4	4	0.96	5

Screening data as filed in PubChem.
